Myeloid diff 2 – myeloid differentiation induction | hit rate 1% among 360,000 | calls only at 10 µM | ER-HoxA9 myeloid progenitors, lysozyme-GFP differentiation, flow cytometry;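 active means normalized GFP-positive differentiation at or above the plate's own cutoff, the solvent-only control mean plus 3 SD; inconclusive means no clear call, values can overlap the other calls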;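 further: cells exposed to compound for four days before flow analysis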
PhoP inhibition – PhoP-dependent GFP reporter repression – Salmonella Typhimurium, primary screen (AID 1863). hit rate 0.16% among 300,000. one-dose inhibition, % at 50 µM; IC50 in µM for titrated hits. S. Typhimurium PhoP-regulated promoter GFP reporter, 4 h; higher % means a stronger effect;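 active means inhibition over 29.93%, a cutoff 3 SD above the screen mean, later confirmed by dose response; inconclusive means inhibition over 29.93% but no dose response follow-up; inactive means inhibition at most 29.93% or unconfirmed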;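 further: 0% = low Mg2+ inducing control and 100% = high Mg2+ repressing control; strong numbers were not always called active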
MgcRacGAP inhibition – MgcRacGAP GTPase-activating activity inhibitors, confirmation, biochemical, ADP Hunter fluorescence. MgcRacGAP-stimulated Rac1 GTP hydrolysis, ADP Hunter fluorescence; higher % means a stronger effect; GST-tagged Rac1 F28L mutant substrate. one-dose inhibition, % at 30 µM; IC50 in µM for titrated hits. hit rate 0.6% among 340,000;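 active means first-screen hits whose inhibition reached a set limit at any dose in the follow-up dose series; inconclusive means inhibition above the set first-screen limit but never retested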;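 further: fluorescence reports GDP produced by GAP-driven GTP hydrolysis; strong numbers were not always called active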
West Nile virus CPE – inhibition of WNV-induced cytopathic effect – cell-based, CPE readout (AID 1621); West Nile virus-infected cells, CPE inhibition; higher % means a stronger effect; one-dose CPE inhibition, % at 10 µM; IC50 in µM for titrated hits; hit rate 0.02% among 290,000; in the data active means a potency from the dose series; inconclusive means CPE inhibition mostly from about 3.7% at the one dose, without a potency; inactive means the rest, 99 in 100 with CPE inhibition below about 2.2%; further: strong numbers were not always called active
SV40 large T antigen – TAg ATPase/helicase activity blockers – biochemical (AID 1903); SV40 large T antigen ATPase/helicase inhibition assay; higher % means a stronger effect; inhibition, % at 20 µM; hits with a dose series show IC50 in µM; hit rate 0.39% among 310,000; in the data active means a potency from the dose series; inconclusive means inhibition mostly from about 32% at the one dose, without a potency; inactive means the rest, 99 in 100 with inhibition below about 32%; further: strong numbers were not always called active
RSV antiviral HEp-2 – inhibition of RSV-induced cytopathic effect – HEp-2 cells, primary 10 µM value included (AID 2391); HEp-2 cells, RSV-induced CPE inhibition; higher % means a stronger effect; CPE inhibition, % at 10 µM, or IC50 in µM where a hit was titrated; hit rate 0.13% among 310,000; in the data active means a potency from the dose series; inconclusive means CPE inhibition mostly from about 23% at the one dose, without a potency; inactive means the rest, 99 in 100 with CPE inhibition below about 21%; further: strong numbers were not always called active
bCat nuc transl – beta-catenin nuclear translocation modulation. HeLa beta-catenin nuclear translocation, immunofluorescence imaging. nuclear translocation activity, % at 5 µM. hit rate 0.3% among 190,000;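 active means nuclear translocation activity above 50% at 5 µM, with a well cell count of 50 or more; inconclusive means wells under 50 cells across six images, flagged as toxic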;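 further: per-cell ratio of nuclear to cytoplasmic median beta-catenin stain intensity; plate controls were DMSO negative control for no effect and GSK-3 inhibitor IX positive control for full effect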
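Assay system: human HeLa cells, native beta-catenin; doses: 5 µM primary, 0.02–20 µM confirmation; incubation: compound treatment 24 h, 37°C, 5% CO2; technique: fluorescence imaging of beta-catenin antibody stain plus DAPI; measure: % activation, nuclear-to-cytoplasmic median beta-catenin signal ratio per cell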
T cell modulator – T cell immune modulation candidate | hit rate 0.068% among 330,000 | 2C CD8+ T cell-vesicle binding, flow cytometry; hits give low values | calls only at 7 µM | AID 2052;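 active means response, share of CD8 T cells binding vesicles, and their 90th percentile fluorescence all below set limits, cut at about 80% in these data, passing the limit was not always enough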
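Read-out – percent CD8+ FL2 mean versus row control · System – murine 2C transgenic CD8+ T lymphocytes · Times – 1.5 h cell–vesicle binding at 37 °C, then 20 min icy labelling · Control set – naked vesicles low, QL9 vesicles with vehicle high · Detection – cytometric PE anti-B7-1 and Alexa647 anti-CD8 signals after 1% paraformaldehyde fixation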
WT yeast gro inh – growth inhibition of WT yeast, mitochondrial fusion screen; mitochondrial fusion phenotypic screen, WT strain; inhibition, % at 10 µM; hit rate 2.1% among 190,000; AID 1362; in the data active means inhibition above about 58%; tested in S. cerevisiae
WT yeast gro inh mutant strain – recorded beside WT yeast gro inh, whose call it bears; inhibition, %; mitochondrial fusion phenotypic screen, mutant strain inhibition
bCat nuc transl cell count 5 µM – further read-out of bCat nuc transl, marked with its call; cell count; measured here: cell count, cytotoxicity flag
T cell modulator vesicle-bound % – second read-out of T cell modulator, no call of its own (marks repeat the call); double positive events, %; measured here: CD8+ vesicle-bound cell fraction;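 binding gate set so that unloaded-vesicle control wells show 10% double positive cells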
Myeloid diff 2 GFP+ MAC1+ % – further read-out of Myeloid diff 2, marked with its call; GFP+ MAC1+ double positive, %; measured here: differentiation confirmed by MAC1 staining
* hit, by the source's call; i = inactive; ? = inconclusive; nt = not tested or not shown.

SMILES	Myeloid diff 2	Myeloid diff 2 GFP+ MAC1+ %	PhoP inhibition	MgcRacGAP inhibition	West Nile virus CPE	SV40 large T antigen	RSV antiviral HEp-2	bCat nuc transl	bCat nuc transl cell count 5 µM	T cell modulator	T cell modulator vesicle-bound %	WT yeast gro inh	WT yeast gro inh mutant strain
Cc1ncc(CN2CCC(CO)(CCOc3ccccc3)CC2)s1	i	0.4	-6.1%	10.2%	-0.5%	4.4%	-2.6%	1.8	1287	i	21.5	nt	nt
COC(=O)[C@@H](C)NC(=O)c1ccc2oc(CCc3ccccc3)nc2c1	i	0.2	-2.9%	-3.3%	0.1%	29.1%	0.8%	nt	nt	i	57.6	nt	nt
COc1ccc(Cl)cc1NC(=O)C12CCC(C)(C(=O)O1)C2(C)C (stereo unspecified)	i	7.9	-6.7%	8.2%	2.6%	23.4%	-0.5%	nt	nt	i	20.4	25.2	12.5
CCCCNC(=O)c1cc(C)no1	i	0.1	-3.5%	10.9%	0.4%	15.4%	2.9%	-1.1	1118	i	61.6	-13.5	6.2
CN(Cc1ccccc1)S(=O)(=O)c1ccc(NS(C)(=O)=O)cc1	i	6.7	1.6%	9.0%	0.4%	-3.4%	2.4%	nt	nt	i	7.2	20.1	9.9
COc1cccc(-c2nn(-c3ccc(C)cc3)cc2C(=O)N(C)CC(=O)Nc2cccc(F)c2)c1	i	0.3	nt	9.5%	nt	nt	6.1%	nt	nt	i	41.8	nt	nt
CCC(C)NS(=O)(=O)c1ccc(S(=O)(=O)N(CC(=O)Nc2ccccc2)CC2CCCO2)cc1 (stereo unspecified)	i	7.3	-3.9%	2.7%	-1.0%	17.6%	0.1%	-1.8	1180	i	17.0	-14.6	-22.7
COc1cc(C(=O)NC2CCCc3ccccc32)cc(OC)c1OC (stereo unspecified)	i	0.8	-2.9%	4.5%	1.4%	15.0%	0.8%	nt	nt	i	25.2	nt	nt
O=C1CCC(/C=C/c2ccccc2)=NN1Cc1ccccc1Cl	i	0.7	16.9%	4.6%	-0.2%	-2.2%	38.8%	-2.2	1194	i	15.9	60.2*	41.9*
COC(=O)c1c(SCc2ccc(C#N)cc2)nc(=O)[nH]c1C	i	0.2	0.0%	5.2%	-0.7%	24.1%	1.4%	0.5	1060	i	17.8	2.2	2.0
Cc1ccc(Cn2nnc(C(=O)Nc3cc(C)ccc3C)c2N)cc1	i	0.9	5.9%	7.3%	-0.9%	1.4%	0.4%	nt	nt	i	35.8	-13.7	-16.0
COc1ccccc1NC(=O)CSc1nc(O)c(Cc2ccccc2)c(=O)[nH]1	i	6.5	18.6%	10.2%	-0.3%	0.1%	0.4%	1.1	1158	i	29.2	14.6	10.2
CCNC(=O)Cc1ccc(S(=O)(=O)N2CCOCC2)s1	i	0.1	nt	1.6%	nt	nt	1.1%	nt	nt	i	48.2	nt	nt
O=C(CCNS(=O)(=O)c1ccccc1F)N1CCN(S(=O)(=O)c2cccc(F)c2)CC1	i	0.8	-6.0%	-0.3%	nt	22.4%	-2.5%	nt	nt	i	29.7	nt	nt
CCCOC(=O)CSc1nc(N2CCOCC2)c2c(c1C#N)CC(C)(C)OC2	i	0.4	-5.2%	11.4%	0.1%	10.1%	1.4%	nt	nt	i	22.2	nt	nt
CCOC(=O)CN1N=C(c2ccc(Cl)s2)CSC1=O	i	0.5	-5.8%	1.4%	-0.4%	9.6%	2.0%	0.3	966	i	32.8	2.1	-12.3
COc1ccc(-c2cc(C(=O)Nc3sc4c(c3C#N)CCCC4)c3ccccc3n2)cc1OC	i	0.5	-1.1%	7.2%	-0.2%	9.1%	2.8%	nt	nt	i	15.0	-15.6	-14.6
COc1ccc(NC(=O)CSc2nnc(C3CC3)n2-c2ccccc2)cc1	i	18.4	-1.0%	-16.2%	-1.1%	3.4%	nt	0.1	1214	i	33.3	4.1	5.3
CCOC(=O)c1c(NC(=O)c2cccnc2)sc(C(C)=O)c1C	i	0.7	14.0%	-0.5%	-0.4%	-10.3%	3.3%	0.9	1029	i	40.6	13.2	0.3
O=C(Cn1cnc2ccccc2c1=O)Nc1ccccc1N1CCOCC1	i	0.4	-12.5%	7.9%	-0.2%	-1.6%	2.8%	3.5	1001	i	49.6	-2.3	13.2
O=C(CN1CCN(C(=O)C2CCCO2)CC1)Nc1c(Cl)cccc1Cl (stereo unspecified)	i	1.8	0.8%	7.2%	-0.1%	11.4%	1.1%	nt	nt	i	0.0	nt	nt
OCCCNC(c1ccccc1)c1ccc(O)cc1 (stereo unspecified)	i	0.2	-0.2%	-0.9%	0.4%	7.1%	1.7%	-0.6	584	i	39.4	-4.4	-2.4
CCN1CCN(c2ccc(S(=O)(=O)N3CCOCC3)cc2NC(=O)CC(C)C)CC1	i	0.8	nt	3.9%	nt	nt	-0.7%	nt	nt	i	34.9	nt	nt
CC(C)(C)c1ccc(C(=O)N/C(=C\c2cccs2)C(=O)NCc2ccco2)cc1	i	1.3	-3.2%	-3.8%	0.5%	23.4%	5.6%	-3.1	1498	i	27.2	4.2	-8.0
Cc1ccc(N(CC(=O)NC2CCCCC2C)S(=O)(=O)c2c(C)noc2C)cc1 (stereo unspecified)	i	1.3	2.9%	-16.2%	-0.3%	5.3%	0.1%	nt	nt	i	22.3	nt	nt

As a short view, 6 of the compounds above:
SMILES	Myeloid diff 2	Myeloid diff 2 GFP+ MAC1+ %	PhoP inhibition	MgcRacGAP inhibition	West Nile virus CPE	SV40 large T antigen	RSV antiviral HEp-2	bCat nuc transl	bCat nuc transl cell count 5 µM	T cell modulator	T cell modulator vesicle-bound %	WT yeast gro inh	WT yeast gro inh mutant strain
CCC(C)NS(=O)(=O)c1ccc(S(=O)(=O)N(CC(=O)Nc2ccccc2)CC2CCCO2)cc1 (stereo unspecified)	i	7.3	-3.9%	2.7%	-1.0%	17.6%	0.1%	-1.8	1180	i	17.0	-14.6	-22.7
COc1cc(C(=O)NC2CCCc3ccccc32)cc(OC)c1OC (stereo unspecified)	i	0.8	-2.9%	4.5%	1.4%	15.0%	0.8%	nt	nt	i	25.2	nt	nt
O=C1CCC(/C=C/c2ccccc2)=NN1Cc1ccccc1Cl	i	0.7	16.9%	4.6%	-0.2%	-2.2%	38.8%	-2.2	1194	i	15.9	60.2*	41.9*
COC(=O)c1c(SCc2ccc(C#N)cc2)nc(=O)[nH]c1C	i	0.2	0.0%	5.2%	-0.7%	24.1%	1.4%	0.5	1060	i	17.8	2.2	2.0
Cc1ccc(Cn2nnc(C(=O)Nc3cc(C)ccc3C)c2N)cc1	i	0.9	5.9%	7.3%	-0.9%	1.4%	0.4%	nt	nt	i	35.8	-13.7	-16.0
COc1ccccc1NC(=O)CSc1nc(O)c(Cc2ccccc2)c(=O)[nH]1	i	6.5	18.6%	10.2%	-0.3%	0.1%	0.4%	1.1	1158	i	29.2	14.6	10.2

More structures follow:
SMILES	Myeloid diff 2	Myeloid diff 2 GFP+ MAC1+ %	PhoP inhibition	MgcRacGAP inhibition	West Nile virus CPE	SV40 large T antigen	RSV antiviral HEp-2	bCat nuc transl	bCat nuc transl cell count 5 µM	T cell modulator	T cell modulator vesicle-bound %	WT yeast gro inh	WT yeast gro inh mutant strain
CCC(NS(=O)(=O)c1ccc(OC)cc1)C(=O)NCCc1ccccc1 (stereo unspecified)	i	0.6	17.9%	2.3%	-1.5%	7.4%	1.3%	nt	nt	i	29.8	nt	nt
COc1cccc(N2CCN(CC(=O)Nc3ccnn3C3CCCC3)CC2)c1	i	0.4	nt	6.5%	nt	nt	0.8%	nt	nt	i	29.6	nt	nt
O=C(Nc1ccnc(=O)[nH]1)c1sc2ccccc2c1Cl	i	0.0	1.5%	8.7%	0.1%	3.0%	0.9%	-2.2	1346	i	58.2	nt	nt
Cc1ccc(NC2=C(Cl)C(=O)OC2OC(=O)c2ccco2)c(C)c1 (stereo unspecified)	i	1.8	5.1%	7.7%	0.4%	24.0%	3.7%	nt	nt	i	28.5	-8.9	-10.8
CCc1nn(-c2cc(Oc3cccc4ccccc34)nc(-c3ccccc3)n2)c(N)c1C#N	i	0.3	13.2%	9.9%	?	-14.0%	-3.2%	-0.1	821	i	33.8	-4.4	5.2
Cc1cc2n(n1)C(c1ccsc1)Nc1ccccc1-2 (stereo unspecified)	i	0.7	-0.3%	4.2%	0.0%	-0.1%	7.5%	0.2	1183	i	45.7	24.0	38.6
Cc1ccc(C2(c3ccc(C)cc3)NC(=O)N(Cc3c(C)noc3C)C2=O)cc1	i	1.3	-7.7%	8.7%	-0.2%	4.7%	3.0%	-1.1	1121	i	41.3	31.5	14.3
CCOc1ccc(NC(=O)CC2NCCNC2=O)cc1 (stereo unspecified)	i	0.6	-3.6%	4.5%	0.1%	-4.4%	3.4%	-0.9	1105	i	31.9	-18.2	-0.3
COc1ccc(N=C2SCC(c3ccc(C)cc3)=NN2CCO)cc1	i	0.1	-2.9%	-7.0%	0.5%	-0.6%	nt	-0.8	1023	i	26.9	nt	nt
OC(COCc1ccc2c(c1)OCO2)CN1CCC(Cc2ccccc2)CC1 (stereo unspecified)	i	0.4	-3.4%	1.7%	-1.1%	9.3%	-2.0%	-5.1	1114	i	9.4	43.6	49.6
Cc1nnc(NC(=O)CCSCCC(=O)Nc2nnc(C)s2)s1	i	0.2	-6.0%	2.7%	-0.8%	9.7%	1.1%	-0.8	1573	i	35.5	20.0	9.7
CCOc1ccccc1CNC(=O)C1CCN(C(=O)N2CC(C)Oc3ccc(C)cc32)CC1 (stereo unspecified)	i	4.9	nt	8.9%	-0.7%	5.6%	3.4%	nt	nt	i	28.0	nt	nt
Cc1ccc(NC(=O)/C=C/c2cccs2)c([N+](=O)[O-])c1	i	1.9	2.0%	1.9%	-0.7%	-2.3%	4.8%	0.5	1409	i	24.4	9.8	9.5
Cc1cc(=O)oc2c1c(C)nn2-c1cccc(Cl)c1	i	0.2	-7.1%	0.6%	0.1%	22.3%	1.1%	-1.8	1060	i	21.9	22.9	20.3
Cc1c(C(=O)N2CCN(C)CC2)oc2c1C(=O)CC(C)(C)C2	i	1.0	3.5%	0.3%	1.1%	3.8%	0.2%	nt	nt	i	55.0	0.0	6.6

High-throughput results: PubChem BioAssay, several laboratories
